Screens deposited in PubChem by several laboratories.
C-LANA FP = inhibitors of KSHV LANA C-terminal domain DNA binding; MBP-C-LANA/FAM-LBS DNA binding, fluorescence polarization; inhibition, % at 9 µM; 0.078% of 340,000 active; AID 504423;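 active = highest replicate inhibition at or above 60% at 9 µM, even if other replicates fall short; inactive = all replicates below 60% inhibition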;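 also: 0% = neutral control wells and 100% = 4 µM acridine orange control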
Cardiac RTF inh = cardiac RTF calcium desensitization; 0.12% of 340,000 active; AID 493244; inhibition, % at 7.15 µM; IANBD-labeled cardiac RTF, Ca2+ fluorescence; P19429+P45379;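 active = inhibition above the mean inhibition of all tested compounds plus 3 SD, cut at about 17% in these data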;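 also: assay run at fixed EC70 calcium of 1.6 mM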
CAL PDZ FP-1 = blocks peptide binding to human CAL PDZ domain; inhibition, % at 20 µM; Q9HD26; AID 504414; 0.02% of 330,000 active; purified CAL PDZ, TMR-peptide fluorescence polarization, 1 h;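 active = highest replicate inhibition of at least 40%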;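 also: plate controls were DMSO neutral control wells for no effect and unlabeled competitor peptide control wells for full effect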
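material = purified tagged CAL PDZ domain construct (CerCALP) | compound dosing = 20 µM, one dose | times = 1 h at RT | measured by = fluorescence polarization from S- and P-plane intensities, G-factor corrected | read-out = inhibition from polarization loss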
CAL PDZ FP-2 = CAL PDZ (human) peptide binding inhibition | Q9HD26 | AID 602252 | inhibition, % at 24.9 µM | purified CAL PDZ, TMR-peptide fluorescence polarization, 1 h | 0.92% of 300,000 active;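 active = mean inhibition of at least 30% with at least half of replicates also reaching 30%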;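 also: 0% = DMSO neutral control and 100% = excess unlabeled competitor peptide PRC23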
DAGLB inh = diacylglycerol lipase beta (human) inhibition; Q8NCG7; HEK293T DAGLB membrane lysate, EnzChek fluorogenic substrate; inhibition, % at 5.17 µM; 0.059% of 340,000 active; in the data active = inhibition above about 34%;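 also: 0% = enzyme with vehicle and 100% = wells lacking enzyme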
NSD2 inh = inhibitors of human histone methyltransferase NSD2; inhibition, % at 12.5 µM; 0.54% of 310,000 active; AID 743445; NSD2 peptide methylation, AlphaScreen, 120 min; in the data active = inhibition above about 50%
Target sequence (O96028 whole entry, looked up): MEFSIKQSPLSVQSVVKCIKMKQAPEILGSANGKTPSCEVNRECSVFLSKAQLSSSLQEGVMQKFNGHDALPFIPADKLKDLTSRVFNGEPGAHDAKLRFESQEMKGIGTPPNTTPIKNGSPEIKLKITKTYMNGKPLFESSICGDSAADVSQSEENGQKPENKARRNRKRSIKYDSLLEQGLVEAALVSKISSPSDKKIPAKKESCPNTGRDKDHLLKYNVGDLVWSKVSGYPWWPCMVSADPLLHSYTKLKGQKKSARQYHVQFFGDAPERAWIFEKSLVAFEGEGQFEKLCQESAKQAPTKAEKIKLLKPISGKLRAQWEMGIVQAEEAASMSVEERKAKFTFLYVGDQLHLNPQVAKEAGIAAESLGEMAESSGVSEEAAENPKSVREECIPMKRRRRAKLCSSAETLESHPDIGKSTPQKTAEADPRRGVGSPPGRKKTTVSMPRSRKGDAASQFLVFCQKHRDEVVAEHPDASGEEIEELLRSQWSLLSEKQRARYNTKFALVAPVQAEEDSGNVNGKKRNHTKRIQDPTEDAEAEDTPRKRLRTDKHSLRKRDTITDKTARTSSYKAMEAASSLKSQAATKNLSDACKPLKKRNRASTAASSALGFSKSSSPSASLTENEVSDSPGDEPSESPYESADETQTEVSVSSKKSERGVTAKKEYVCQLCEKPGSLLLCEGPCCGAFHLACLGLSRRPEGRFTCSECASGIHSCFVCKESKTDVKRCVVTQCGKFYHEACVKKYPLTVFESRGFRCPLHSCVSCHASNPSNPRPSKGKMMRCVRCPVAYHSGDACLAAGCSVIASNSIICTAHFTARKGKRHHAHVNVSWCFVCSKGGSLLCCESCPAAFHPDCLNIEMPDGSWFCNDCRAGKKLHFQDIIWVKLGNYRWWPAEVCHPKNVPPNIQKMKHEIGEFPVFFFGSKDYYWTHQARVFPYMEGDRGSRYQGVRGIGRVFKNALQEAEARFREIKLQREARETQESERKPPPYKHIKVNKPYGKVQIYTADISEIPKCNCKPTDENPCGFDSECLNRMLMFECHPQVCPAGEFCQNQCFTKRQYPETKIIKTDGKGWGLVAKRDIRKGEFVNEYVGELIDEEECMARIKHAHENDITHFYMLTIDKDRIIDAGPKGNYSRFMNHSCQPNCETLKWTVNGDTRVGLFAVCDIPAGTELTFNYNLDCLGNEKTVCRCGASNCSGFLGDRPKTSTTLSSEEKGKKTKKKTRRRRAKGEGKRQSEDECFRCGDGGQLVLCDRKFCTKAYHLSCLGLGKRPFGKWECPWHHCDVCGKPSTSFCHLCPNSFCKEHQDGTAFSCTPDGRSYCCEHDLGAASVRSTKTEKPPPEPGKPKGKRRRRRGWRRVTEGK
Arrestin-AP2 inh = inhibitors of human beta-arrestin and AP2 interaction | FITC-arrestin peptide / GST-AP2 beads, flow cytometry; AP2 beta2 appendage carries R879A mutation | inhibition, % at 10 µM | 0.31% of 340,000 active | AID 504490;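 active = inhibition above a set limit, near 3 SD of compounds lacking own fluorescence, cut at about 54% in these data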;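 also: plate controls were DMSO wells for no effect and 5 µM unlabelled arrestin peptide for full effect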
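System: GST-AP2 R879A glutathione beads. Medium: PBS with 0.05% Tween 20 and 0.1% BSA. Also added: FITC-arrestin peptide, 50 nM. Incubation: 12 min plus 1 h, RT. Measured by: high-throughput flow cytometry of beads, ex 488, em 535 nm. Evaluation: percent drop in bead-associated FITC signal.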
V-ATPase pHluor = regulators of yeast V-ATPase proton transport | S. cerevisiae, pHLuorin cytosolic pH fluorescence | response, % at 10 µM | 0.37% of 350,000 active; in the data active = response mostly above about 7.3%, no sharp cut-off; inactive = mostly below about 5.4%; also: actives read high; inactives centre near 0; some compounds called inactive have numbers as strong as hits; reference of the scale not given here
Pemphigus Ab inh = blocks pemphigus antibody binding to human desmoglein-3; 0.48% of 310,000 active; binding (percent of control), % at 10 µM; P32926; DSG3-coupled beads, scFv-anti-DSG3-GFP binding, flow cytometry; hits give low values;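 active = binding more than 3 SD below its plate's average and above zero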;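 also: hits lower antibody fragment binding to DSG3; some compounds called inactive have numbers as strong as hits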
Keap1 Nrf2 FP = disrupts human Keap1 binding to Nrf2 peptide | inhibition, % at 9.4 µM | Keap1 Kelch-Nrf2 peptide fluorescence polarization, 1536-well | 0.15% of 340,000 active | Q14145; in the data active = inhibition above about 12%;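 also: human Keap1 Kelch domain with fluorescein labeled Nrf2 9mer peptide probe; 0% = neutral control wells and 100% = peptide positive control; higher means more block of Keap1 binding to Nrf2 peptide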
Numbers without * were called inactive; nt = not tested or not shown. Some of the compounds tested; the hit share may differ from the screen's.

Field names: A = C-LANA FP; B = Cardiac RTF inh; C = CAL PDZ FP-1; D = CAL PDZ FP-2; E = DAGLB inh; F = NSD2 inh; G = Arrestin-AP2 inh; H = V-ATPase pHluor; I = Pemphigus Ab inh; J = Keap1 Nrf2 FP
> COC(=O)C1=CN(CC2CCCO2)C=C(C(=O)OC)C1c1ccsc1 (stereo not given)
  A: -1.2; B: -3; C: -0.6; D: 1; E: 1; F: -2; G: -2; H: -1; I: 86; J: 0

> C=CCOc1ccc2c(c1)c(S(=O)(=O)c1ccc(C)cc1)cn2COC
  A: 0.1; B: -21; C: -0.4; D: -3; E: -1; F: -1; G: 5; H: -2; I: 102; J: -3

> COC(=O)C1CCN(C(=O)c2ccc(SC)cc2OC)CC1
  A: 1.2; B: -6; C: -2.1; D: nt; E: 3; F: -2; G: 26; H: 3; I: 105; J: 1

> Cc1ccc(OCC(=O)N2CCN(S(C)(=O)=O)CC2)cc1
  A: 1.1; B: -3; C: 5.5; D: -2; E: -1; F: 1; G: 14; H: -1; I: 100; J: 1

> Cc1nc(C(=O)NC2CC2)sc1C1(C)CC(c2ccccc2)=NO1 (stereo not given)
  A: -0.3; B: 1; C: 0.1; D: -1; E: 1; F: nt; G: -5; H: -6; I: 109; J: -6

> COc1ccc(C2NC(=O)c3ccccc3O2)cc1 (stereo not given)
  A: -0.7; B: -6; C: -0.9; D: 8; E: 0; F: -3; G: -7; H: 4; I: 105; J: 6

> CN1C[C@@H]2C(c3ccc(Cl)nc3)C3(c4ccc(C#N)cc4)CC2(C3)[C@H]1c1ccccc1 (stereo not given in full)
  A: 0.4; B: -4; C: 1.1; D: -1; E: 1; F: nt; G: 8; H: 0; I: 103; J: -5

> C[C@]1(C(=O)O)Cc2oncc2C[C@@H]1C(=O)O
  A: -0.2; B: 4; C: 0.1; D: nt; E: -1; F: 0; G: 2; H: 0; I: 101; J: -5

> O=C(CCS(=O)(=O)c1ccc(Cl)cc1)NC1CCCC1
  A: 0.7; B: 5; C: -0.8; D: -7; E: -3; F: 6; G: 22; H: 2; I: 101; J: 1

> Nc1ccccc1SCc1ccccc1Cl
  A: 2.7; B: nt; C: -0.5; D: -2; E: nt; F: 0; G: 32; H: -5; I: 96; J: 0

> COc1ccc(CCC(=O)Nc2cc(S(C)(=O)=O)ccc2Cl)cc1
  A: -0.1; B: 3; C: -0.5; D: 3; E: -1; F: nt; G: -13; H: -2; I: 111; J: 0

> C#CC(CC)(CC)NC(=S)Nc1cccc(C(C)=O)c1
  A: 1.1; B: -3; C: -0.3; D: -1; E: 0; F: nt; G: 7; H: 8; I: 109; J: -2

> CCOc1c(C)cnc2c1c(=O)n(CC(=O)NCC1CCCO1)c(=O)n2C (stereo not given)
  A: 0.9; B: -8; C: -0.6; D: -19; E: 4; F: 2; G: 2; H: -6; I: 99; J: -1

> C=CCN1C(=O)/C(=C/c2ccccc2)S/C1=N/c1nccs1
  A: -2.0; B: 6; C: -3.7; D: -5; E: -5; F: -2; G: 9; H: -2; I: 107; J: -2

> O=C(CSc1nnc(-c2ccco2)n1Cc1ccccc1)NCc1ccccc1
  A: -0.3; B: -3; C: -2.6; D: -6; E: 1; F: 3; G: -5; H: -2; I: 95; J: -1

Among those listed so far, these have four or more nitrogen atoms:
Field names: A = C-LANA FP; B = Cardiac RTF inh; C = CAL PDZ FP-1; D = CAL PDZ FP-2; E = DAGLB inh; F = NSD2 inh; G = Arrestin-AP2 inh; H = V-ATPase pHluor; I = Pemphigus Ab inh; J = Keap1 Nrf2 FP
> CCOc1c(C)cnc2c1c(=O)n(CC(=O)NCC1CCCO1)c(=O)n2C (stereo not given)
  A: 0.9; B: -8; C: -0.6; D: -19; E: 4; F: 2; G: 2; H: -6; I: 99; J: -1

> O=C(CSc1nnc(-c2ccco2)n1Cc1ccccc1)NCc1ccccc1
  A: -0.3; B: -3; C: -2.6; D: -6; E: 1; F: 3; G: -5; H: -2; I: 95; J: -1

Later entries:
Field names: A = C-LANA FP; B = Cardiac RTF inh; C = CAL PDZ FP-1; D = CAL PDZ FP-2; E = DAGLB inh; F = NSD2 inh; G = Arrestin-AP2 inh; H = V-ATPase pHluor; I = Pemphigus Ab inh; J = Keap1 Nrf2 FP
> O=C(O)CC(Cn1cnnn1)c1ccccc1 (stereo not given)
  A: -4.0; B: -14; C: -0.9; D: -1; E: 4; F: nt; G: 13; H: 5; I: nt; J: 20*

> COC(=O)C1(C(=O)OC)NOC2C(=O)N(N(C)c3ncc(C(F)(F)F)cc3Cl)C(=O)C21 (stereo not given)
  A: -0.1; B: -4; C: -0.7; D: 5; E: 1; F: -4; G: 9; H: 0; I: 102; J: -4

> O=C(CCc1nnc2ccc(NCc3ccco3)nn12)Nc1ccc(F)cc1F
  A: 0.4; B: 6; C: -1.9; D: -1; E: 0; F: -1; G: -17; H: -1; I: 76; J: -2

> CC(C)Cn1c(SCc2nnc(-c3cccs3)o2)nc(O)cc1=O
  A: -0.5; B: -13; C: -4.4; D: -6; E: 10; F: -1; G: 3; H: 0; I: 104; J: -6

> Cc1nn(-c2ccccc2)c(Cl)c1C(=O)NNC(=O)c1ccccc1O
  A: -1.0; B: -4; C: 0.0; D: -2; E: 1; F: 3; G: 2; H: 3; I: 100; J: -1

> CCCc1nnc(-c2ccc(OC)cc2)o1
  A: -1.0; B: -5; C: -2.1; D: -2; E: 2; F: 0; G: 21; H: -1; I: 102; J: -6

> CCN(CC)S(=O)(=O)c1ccc(-c2cn3ccccc3n2)cc1
  A: nt; B: nt; C: nt; D: nt; E: -3; F: -1; G: nt; H: -2; I: 106; J: nt

Fetched by compound from above (seven):
Field names: A = C-LANA FP; B = Cardiac RTF inh; C = CAL PDZ FP-1; D = CAL PDZ FP-2; E = DAGLB inh; F = NSD2 inh; G = Arrestin-AP2 inh; H = V-ATPase pHluor; I = Pemphigus Ab inh; J = Keap1 Nrf2 FP
> O=C(CCc1nnc2ccc(NCc3ccco3)nn12)Nc1ccc(F)cc1F
  A: 0.4; B: 6; C: -1.9; D: -1; E: 0; F: -1; G: -17; H: -1; I: 76; J: -2

> CCCc1nnc(-c2ccc(OC)cc2)o1
  A: -1.0; B: -5; C: -2.1; D: -2; E: 2; F: 0; G: 21; H: -1; I: 102; J: -6

> Cc1nn(-c2ccccc2)c(Cl)c1C(=O)NNC(=O)c1ccccc1O
  A: -1.0; B: -4; C: 0.0; D: -2; E: 1; F: 3; G: 2; H: 3; I: 100; J: -1

> COC(=O)C1(C(=O)OC)NOC2C(=O)N(N(C)c3ncc(C(F)(F)F)cc3Cl)C(=O)C21 (stereo not given)
  A: -0.1; B: -4; C: -0.7; D: 5; E: 1; F: -4; G: 9; H: 0; I: 102; J: -4

> CCN(CC)S(=O)(=O)c1ccc(-c2cn3ccccc3n2)cc1
  A: nt; B: nt; C: nt; D: nt; E: -3; F: -1; G: nt; H: -2; I: 106; J: nt

> O=C(O)CC(Cn1cnnn1)c1ccccc1 (stereo not given)
  A: -4.0; B: -14; C: -0.9; D: -1; E: 4; F: nt; G: 13; H: 5; I: nt; J: 20*

> CC(C)Cn1c(SCc2nnc(-c3cccs3)o2)nc(O)cc1=O
  A: -0.5; B: -13; C: -4.4; D: -6; E: 10; F: -1; G: 3; H: 0; I: 104; J: -6
